APOBEC3G inh: APOBEC3G DNA deaminase inhibitors, primary screen, biochemical, fluorescence, single-stranded DNA substrate, uHTS; hit rate 0.28% among 330,000; DNA dC->dU-editing enzyme APOBEC-3G (Homo sapiens), Q9HC16; recombinant A3G, ssDNA deamination FAM/TAMRA fluorescence; inhibition, % at 20 µM; AID 493012, 2011;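 active = inhibition of at least 40% at 20 µM, with no more than 30% in the related APOBEC3A deaminase screen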;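 note: plate controls were DMSO wells with A3G for no effect and wells lacking A3G enzyme for full effect; some compounds called inactive have numbers as strong as hits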
hIAP inh: human IAP inhibitors, primary screen, biochemical, luminescence, uHTS; purified IAP, CDP-Star luminescence, 30 min; inhibition, % at 10 µM; hit rate 0.12% among 330,000; AID 2544, 2010;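 active = inhibition reaching a set limit with compound at 10 µM in the primary screen, cut at about 35% in these data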;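 note: plate controls were DMSO wells with enzyme for no effect and no-enzyme buffer wells for full effect; values of inactives mirror those of a sister screen read the other way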
Target sequence (P09923 whole entry, looked up): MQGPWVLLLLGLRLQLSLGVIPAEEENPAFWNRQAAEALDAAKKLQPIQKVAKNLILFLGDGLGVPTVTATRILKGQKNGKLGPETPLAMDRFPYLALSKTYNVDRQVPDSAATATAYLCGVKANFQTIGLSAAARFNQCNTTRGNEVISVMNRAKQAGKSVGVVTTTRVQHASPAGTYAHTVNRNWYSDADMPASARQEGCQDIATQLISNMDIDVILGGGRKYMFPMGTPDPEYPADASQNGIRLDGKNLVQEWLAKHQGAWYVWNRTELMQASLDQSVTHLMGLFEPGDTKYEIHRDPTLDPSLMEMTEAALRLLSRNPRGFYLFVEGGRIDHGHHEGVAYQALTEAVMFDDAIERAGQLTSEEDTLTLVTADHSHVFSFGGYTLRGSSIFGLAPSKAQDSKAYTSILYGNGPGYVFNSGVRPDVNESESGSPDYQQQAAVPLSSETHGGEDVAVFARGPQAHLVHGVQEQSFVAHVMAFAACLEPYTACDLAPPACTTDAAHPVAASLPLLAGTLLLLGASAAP
ATG4B inh: ATG4B protease inhibitors, primary screen, biochemical, fluorescence, uHTS | ATG4B cleavage of LC3-PLA2, NBD-HPC fluorescence, 1 h | inhibition, % at 8.33 µM | hit rate 0.51% among 340,000 | AID 504462, 2011; in the data active = inhibition above about 40%
APOBEC3A inh: APOBEC3A ssDNA deaminase inhibitors, primary screen, selectivity assay for APOBEC3G inhibitor project, biochemical, FAM/TAMRA oligo cleavage fluorescence | inhibition, % at 20 µM | recombinant A3A, FAM/TAMRA ssDNA deamination fluorescence | hit rate 0.41% among 330,000 | AID 493011, 2011;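 active = at least 40% inhibition at 20 µM here, with at most 30% in a related deaminase screen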;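 note: plate controls were A3A with DMSO for no effect and wells lacking A3A enzyme for full effect; some results filed as inactive read as strong as hits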
Target sequence (P31941 whole entry, looked up): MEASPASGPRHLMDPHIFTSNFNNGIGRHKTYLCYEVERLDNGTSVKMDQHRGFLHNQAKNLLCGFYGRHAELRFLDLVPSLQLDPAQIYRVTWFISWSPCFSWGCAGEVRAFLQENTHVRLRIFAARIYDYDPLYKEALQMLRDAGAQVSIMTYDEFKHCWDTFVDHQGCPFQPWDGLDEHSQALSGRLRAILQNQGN
hIAP act: human IAP activators, primary screen, biochemical, luminescence, uHTS | hit rate 0.16% among 330,000 | activation factor at 10 µM | Intestinal-type alkaline phosphatase (Homo sapiens), P09923 | purified human IAP, CDP-Star luminescence, 30 min; hits give high values; 1 = vehicle-only enzyme, 0 = enzyme-free background;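 active = activation factor of the enzyme at least 2-fold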; note: the source names both 10 and 20 µM as test concentration; values of inactives mirror those of a sister screen read the other way
MPTP block: mitochondrial permeability transition pore inhibitors, primary screen, biochemical, isolated mouse mitochondria, absorbance. AID 602449, 2012. Ca2+ swelling absorbance, 30 min. inhibition, % at 10 µM. hit rate 1.4% among 360,000;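 active = inhibition of 50% or more, scaled per plate between neutral and stimulator controls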;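 note: 0% = DMSO wells given calcium and 100% = 1 mM EGTA wells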
MIN6 prolif: inducers of MIN6 beta-cell proliferation, primary screen, ATP luminescence, uHTS. hit rate 0.29% among 330,000. MIN6 cells proliferation, ATPlite luminescence, 48 h; cells starved in 0.2% serum; 100% = growth in 10% serum. proliferation, % at 10 µM;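 active = compounds whose signal lies at least 3.5 SD above the mean of all wells on their plate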;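 note: 0% = DMSO-treated cells in low-serum medium and 100% = 10% serum control; some compounds called inactive have numbers as strong as hits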
mIAP activ: activators of mouse IAP, primary screen, biochemical, luminescence, uHTS; AID 2805, 2010; hit rate 0.24% among 330,000; muIAP, CDP-Star luminescence, 30 min; hits give high values; 1 = vehicle-only enzyme signal, 0 = enzyme-free wells; intestinal alkaline phosphatase [Mus musculus]; activation factor at 10 µM;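 active = activation factor of at least 2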; note: the source names both 10 and 20 µM as test concentration; values of inactives mirror those of a sister screen read the other way
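also added = chemiluminescent substrate CDP-Star | test system = mouse IAP enzyme | signal = chemiluminescence readout | compound = DMSO-dissolved test compounds | incubation = 30 min at room temperature | benchmarks = DMSO wells, no-enzyme wells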
mIAP inh: inhibitors of mouse IAP, primary screen, biochemical, luminescence, uHTS; intestinal alkaline phosphatase [Mus musculus]; purified mouse IAP, CDP-Star luminescence, 30 min; inhibition, % at 10 µM; hit rate 0.2% among 330,000; AID 2806, 2010;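 active = inhibition of at least 40% at 10 µM in the primary screen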;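 note: plate controls were DMSO with enzyme for no effect and no enzyme wells for full effect; values of inactives mirror those of a sister screen read the other way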
* = called active by the depositor; / = not tested or not shown.

mol	mIAP activ	APOBEC3A inh	APOBEC3G inh	hIAP inh	MIN6 prolif	hIAP act	mIAP inh	ATG4B inh	MPTP block
COc1ccc(C(=O)COC(=O)COc2cc(C)cc(C)c2)cc1	0.99	1	-6	-18	2	1.2	1	4	0.4
NS(=O)(=O)c1cccc(NC(=O)CCc2ccc(S(=O)(=O)N3CCOCC3)cc2)c1	0.94	-2	-9	0	3	1	6	-3	-0.8
CC(C)(C)C1CCC(=NNS(=O)(=O)c2ccc(Br)cc2)CC1 (stereo not given)	1.1	6	-3	0	0	1	-13	-18	6.3
CCOc1ccc(C(=O)CCC(=O)NC(C)C(=O)OC)cc1 (stereo not given)	0.96	3	-4	16	-2	0.84	4	2	2.6
O=C(NCCc1ccc(F)cc1)c1cccc2c1C(=O)c1ccc(N3CCC(Cc4ccccc4)CC3)cc1S2(=O)=O	0.91	-7	-13	7	-3	0.93	9	3	1.6
COc1ccc(OC)c(NC(=O)C23CC4CC(C2)CC(n2cnc(Br)n2)(C4)C3)c1	0.97	-4	-7	-1	2	1	3	-1	0.3
O=C(NCCc1ccc(Cl)cc1)Nc1ccc(Cl)cc1	1.6	-2	-2	-1	-3	1	-58	4	78*
O=C(Nc1ccc(N2CCN(C(=O)c3cccs3)CC2)c(Cl)c1)c1cccnc1	1	-4	-9	18	-1	0.82	-1	-1	1.9
Cc1cc(NC(=O)c2c(-c3ccccc3Cl)noc2C)no1	0.98	-3	-6	-29	-1	1.3	2	2	-1.3
CCOc1nc(NCc2ccco2)nc(Nc2ccc(OC)cc2)n1	0.96	-16	-5	-4	4	1	4	2	-0.3
CCC(C)c1ccccc1NC(=O)C(C)NCCN(C)C (stereo not given)	1	-5	-6	-15	-1	1.1	-4	-3	2.8
CN(C)c1ccc(C(=O)C(O)c2ccccc2)cc1 (stereo not given)	1	1	-1	18	-1	0.82	0	1	-0.7
CCOC(=O)N1CCN(C(=O)C2CC(=O)N(c3ccccc3)C2)CC1 (stereo not given)	1	-2	-10	-41	-1	1.4	-1	0	-1.1
Cc1cc(C)nc(-n2ncc3c2CC(c2ccccc2)CC3=O)n1 (stereo not given)	1	-5	-8	1	-5	0.99	-4	-11	0.1
Cc1cnc(C(=O)OCC(=O)N(C)CC(=O)Nc2ccccc2Cl)cn1	0.92	-1	-7	13	2	0.87	8	-3	-1.4
CCCc1[nH]nc2c1C(c1ccncc1)C(C#N)=C(N)O2 (stereo not given)	0.97	-3	-6	34	-2	0.66	3	-1	2.0
Cc1ccc(C(=O)OCC(=O)N(CCc2ccccc2)Cc2ccccc2)cc1S(=O)(=O)N1CCOCC1	1	3	-2	-5	-2	1	-2	-1	-1.8
Cc1ccc(C2=NN(CC(=O)NCc3ccco3)C(=O)CC2)cc1	0.92	20	-1	-3	-1	1	8	22	-2.0
COCCN1C(=O)C(=O)/C(=C(/O)c2cccc(OC)c2)C1c1ccco1 (stereo not given)	0.95	26	7	-6	0	1.1	5	-9	-0.7
CCCNC(=O)CCc1cc(C(C)(C)C)c(O)c(C(C)(C)C)c1	0.97	-1	-3	-16	-6	1.2	2	-6	1.3
CCCCOC(=O)C1=C(C)NC(=O)NC1c1ccccc1 (stereo not given)	0.89	-5	-5	-3	2	1	12	3	0.0
Cc1nnc(SCCn2c(Br)nc3c2c(=O)n(C)c(=O)n3C)s1	0.9	-4	-2	11	-1	0.89	10	-5	0.4
CCCC(C(=O)NC1CCCC1)N(CC1CCCO1)C(=O)CNS(=O)(=O)c1ccc(F)cc1 (stereo not given)	1	-2	0	-3	2	1	-2	0	-1.8
CC(C(=O)Nc1ccc2c(c1)OCCO2)N(c1ccccc1)S(C)(=O)=O (stereo not given)	1	2	3	-8	-1	1.1	-3	-6	0.0
COc1ccc(N(CC(=O)Nc2nccs2)S(=O)(=O)c2c(C)nn(C)c2C)cc1	0.95	-3	-6	8	4	0.92	5	-8	-1.4
Clc1ccc(/C=N/c2c(-c3ccc(Cl)cc3)nc3n2CCS3)cc1	0.85	0	-2	13	-2	0.87	15	4	8.0
Brc1cccc(CNc2nc3ccccc3n2CCN2CCCCC2)c1	1.1	-1	-3	1	-4	0.99	-5	20	12
O=C(c1cc(-c2ccc(Cl)cc2)n(-c2cc(Cl)ccc2Cl)n1)N1CCOCC1	0.91	-2	-2	8	-1	0.92	9	-2	4.2
CCCNCC1COc2ccccc2O1 (stereo not given)	0.98	4	1	3	-1	0.97	2	-7	/
CN=C1NN=C(c2cc(C)n(-c3c(C)n(C)n(-c4ccccc4)c3=O)c2C)CS1	0.92	-3	-6	8	-3	0.92	8	5	1.6
COc1ccc(CNCCSc2nnnn2C)c(OC)c1OC	0.97	0	-3	-8	-2	1.1	2	-4	0.5
CC1(C)CC(CC(=O)O)(c2ccc(F)cc2)CCO1 (stereo not given)	1.1	-1	-1	8	-2	0.92	-8	-1	-2.0
O=C(CN1C(=O)C2CCCCC2C1=O)N1CCN(c2ncccn2)CC1 (stereo not given)	1.1	10	0	-8	1	1.1	-7	2	0.6
Clc1ccc(OCCCCCN2CCOCC2)cc1	1	-7	-9	-7	-1	1.1	-1	-4	-1.2
CCC(NC(=O)Cc1cccs1)c1ccccc1 (stereo not given)	1.1	-2	-4	-2	-2	1	-10	-2	-0.5
CCOC(=O)c1c(N)sc(C(O)(C(F)(F)F)C(F)(F)F)c1-c1ccccc1	1.1	-2	-3	5	-4	0.95	-10	-11	1.8
Cc1cccc(NC(=S)N(CCN(C)C)Cc2cccs2)c1	0.94	3	-2	9	2	0.91	6	8	0.3
Clc1cccc(Cl)c1CSc1nnc(CN2CCOCC2)n1-c1ccccc1	0.94	6	-2	2	4	0.98	6	-10	2.4
Cc1cnc(NC(=O)c2cc(S(=O)(=O)N(C)C)ccc2N2CCCC2)s1	1	4	-10	-19	-7	1.2	-3	-5	-0.1
Cc1nc(C)c(CCNC(=O)c2ccc(C(F)(F)F)cc2)s1	1	0	-5	9	0	0.91	0	-3	1.8
COc1cccc(OC)c1OCc1cc(C2C3CCCC=C3C(C#N)=C(N)C2(C#N)C#N)c(C)cc1C (stereo not given)	0.92	-1	-1	-12	-3	1.1	8	-15	-3.7
O=[N+]([O-])c1cccc2c(Cl)ccnc12	1.1	-2	-6	4	-1	0.96	-9	-2	0.4
CCCC(=O)NCc1nc2ccccc2n1C	1	-1	-4	-16	-2	1.2	-2	8	-0.3
Cn1c(=O)c2c(nc(NCc3cccnc3)n2Cc2cccc(C(F)(F)F)c2)n(C)c1=O	1.2	-6	-10	6	-2	0.94	-17	2	0.7
COc1cc(C2C3C(=O)N(c4ccccc4)C(=O)C3ON2c2ccccc2)ccc1O (stereo not given)	1.1	1	1	-19	-1	1.2	-11	-18	0.4
COc1ccc(-c2sc3ccccc3c2C#CCCO)cc1	1.1	3	-5	2	-7	0.98	-13	-2	-0.8
O=C(COc1ccc(Cl)cc1)Nc1ccc(Cc2ccncc2)cc1	1.3	1	-2	-11	-4	1.1	-32	-7	75*
Cc1cc(C)c(C2C3=C(Nc4c2c(C)nn4-c2ccccn2)c2ccccc2C3=O)c(C)c1 (stereo not given)	0.89	6	0	14	-5	0.86	11	-5	4.3
COCCNC(=O)CN1C(=O)/C(=C/c2ccccc2)Oc2ccc(C(C)(C)C)cc21	1.1	1	-6	-3	-6	1	-7	14	0.3
Cc1ccc(CNC(=O)CCCc2cn(C)c3ccccc23)cc1	1	-8	-7	-6	-1	1.1	-3	11	0.4
CCN(C(=O)CSc1nnnn1-c1cc(C)ccc1OC)C1CCS(=O)(=O)C1 (stereo not given)	0.98	2	0	4	-4	0.96	2	-8	0.4
CC12CCC(C(=O)NCc3ccccc3Cl)(OC1=O)C2(C)C (stereo not given)	0.95	0	-3	6	-3	0.94	5	-4	0.2
CCOC(=O)c1ccc(N2C(=O)CC(N(Cc3ccc4c(c3)OCO4)C(=O)Nc3ccccc3)C2=O)cc1 (stereo not given)	1	1	-7	3	-2	0.97	0	-12	-0.4
Cc1ccccc1OCC(=O)Nc1ccc2c(c1)COC2=O	0.87	8	5	-2	0	1	13	-4	4.9
CCC1(C)Cc2c(sc3nc(SC)[nH]c(=S)c23)CO1 (stereo not given)	0.93	-2	-6	11	-5	0.89	8	1	/
O=C1C2C3C=CC([C@@H]2C(=O)N1Cc1cccnc1)C31CC1 (stereo not given in full)	1	4	4	-11	3	1.1	0	-8	1.2
Cc1nnc(SC(C(=O)Nc2ccc(Cl)c([N+](=O)[O-])c2)c2ccccc2)[nH]c1=O (stereo not given)	0.87	1	-3	-1	0	1	13	2	74*
COc1ccc(O)c(C(=O)c2cnc3onc(C)c3c2)c1	1	-4	-7	4	-4	0.96	-3	-4	-0.4
CN(C)/C=C1\SC(=S)N(c2ccc(F)cc2)C1=O	0.94	-3	-5	7	-1	0.93	6	-1	1.4
CCOC(=O)N1CCN(S(=O)(=O)c2ccc([N+](=O)[O-])cc2)CC1	1	1	-15	10	6	0.9	-3	-1	0.7

In another format: results already given
> CC(C(=O)Nc1ccc2c(c1)OCCO2)N(c1ccccc1)S(C)(=O)=O (stereo not given)
  mIAP activ: 1
  APOBEC3A inh: 2
  APOBEC3G inh: 3
  hIAP inh: -8
  MIN6 prolif: -1
  hIAP act: 1.1
  mIAP inh: -3
  ATG4B inh: -6
  MPTP block: 0.0
> CCCCOC(=O)C1=C(C)NC(=O)NC1c1ccccc1 (stereo not given)
  mIAP activ: 0.89
  APOBEC3A inh: -5
  APOBEC3G inh: -5
  hIAP inh: -3
  MIN6 prolif: 2
  hIAP act: 1
  mIAP inh: 12
  ATG4B inh: 3
  MPTP block: 0.0

Next part.
mol	mIAP activ	APOBEC3A inh	APOBEC3G inh	hIAP inh	MIN6 prolif	hIAP act	mIAP inh	ATG4B inh	MPTP block
CC(C)[C@H](NC(=O)c1ccccc1F)C(=O)NC1CCCCCCC1	1.1	6	-2	-4	-2	1	-8	5	-1.0
CC(=O)N1CCN(S(=O)(=O)c2cccc(C(=O)NCCC3=CCCCC3)c2)CC1	1	-1	-6	-4	2	1	0	0	1.6
CC1=C(C#N)CCC(=O)N1Cc1c(F)cccc1Cl	0.95	-1	-7	-29	-3	1.3	5	9	-0.3
CC(CCc1ccco1)NC(=O)c1cc2c(-c3ccccc3F)nn(C)c2s1 (stereo not given)	1.1	1	-4	10	-4	0.9	-13	-4	1.4
N#Cc1c(-c2ccccc2)c(-c2ccccc2)n(Cc2ccco2)c1NC(=O)c1cccs1	1	-3	-6	13	-3	0.87	-1	10	1.8
N#Cc1cc(-c2ccc(Cl)cc2)cn(Cc2c(Cl)cccc2Cl)c1=O	0.93	-1	-7	21	-4	0.79	7	-16	0.2
CN(C)c1oc(-c2ccccc2Cl)nc1P(=O)(c1ccccc1)c1ccccc1	1	-3	-5	-1	-4	1	-3	-23	0.5

Screening results (PubChem BioAssay)
